From PubChem BioAssay
FEN1 inh: inhibitors of human flap endonuclease 1; P39748; Recombinant FEN1 flap cleavage, fluorescence, 15 min; Potency, µM (series often up to 114 µM), for the others: top-dose activity change, negative = inhibition, actives largely listed as inhibitors; actives 0.35% (n = 390,000); AID 588795; further: nearly all actives have a fitted effect of over 65% in size
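Steps: FEN1 (10 nM) dispensed; compound added by pin tool; 15 min at room temperature; substrate added to 50 nM final; reads at 0 min and 15 min; data normalized and fitted (four-parameter Hill).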
KAT2A inh: GCN5L2 (KAT2A) acetyltransferase inhibition | Q92830 | GCN5L2 HAT assay, ThioGlo1 CoA-SH fluorescence | Potency, µM (series often up to 58.9 µM), for inactives: top-dose activity change, negative = inhibition, most hits filed as inhibitors | actives 0.21% (n = 390,000) | AID 504327
Target sequence (Q92830 whole entry, looked up): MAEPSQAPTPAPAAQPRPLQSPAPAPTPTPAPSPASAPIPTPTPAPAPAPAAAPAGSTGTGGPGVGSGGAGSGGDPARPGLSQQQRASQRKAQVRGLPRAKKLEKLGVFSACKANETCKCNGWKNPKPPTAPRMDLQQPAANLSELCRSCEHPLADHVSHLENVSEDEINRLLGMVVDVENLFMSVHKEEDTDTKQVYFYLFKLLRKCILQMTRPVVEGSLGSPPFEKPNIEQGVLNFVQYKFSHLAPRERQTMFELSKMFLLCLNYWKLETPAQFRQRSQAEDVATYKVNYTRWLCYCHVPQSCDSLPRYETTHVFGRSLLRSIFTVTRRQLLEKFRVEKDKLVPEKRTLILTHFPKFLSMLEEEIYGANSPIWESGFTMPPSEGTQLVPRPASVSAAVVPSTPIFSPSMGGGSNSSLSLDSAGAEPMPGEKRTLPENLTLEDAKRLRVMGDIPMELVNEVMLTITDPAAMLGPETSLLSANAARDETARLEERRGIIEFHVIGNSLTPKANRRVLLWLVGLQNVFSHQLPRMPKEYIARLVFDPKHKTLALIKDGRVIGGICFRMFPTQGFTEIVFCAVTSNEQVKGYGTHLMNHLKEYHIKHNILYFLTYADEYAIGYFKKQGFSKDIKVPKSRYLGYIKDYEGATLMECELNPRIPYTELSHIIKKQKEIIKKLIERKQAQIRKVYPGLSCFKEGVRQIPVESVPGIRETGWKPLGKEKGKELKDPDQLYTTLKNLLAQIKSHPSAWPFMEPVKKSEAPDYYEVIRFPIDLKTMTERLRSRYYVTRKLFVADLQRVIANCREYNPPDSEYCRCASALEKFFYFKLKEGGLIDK
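Fluorescence readout, Ex340nm/Em540nm: ThioGlo1 (50uM final) reacts with free CoA thiol released as 20nM GCN5L2 acetylates H3(1-25) peptide (75uM) using acetyl-CoA (70uM). Compound and enzyme sat 15 min beforehand; 20 min room-temperature reaction.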
TDP1 cell CPT: DT40-hTDP1 cell growth loss with CPT; chicken DT40 Tdp1-/-;hTDP1 cells + 20 nM CPT, ATP luminescence, 48 h; Potency, µM (doses to about 46.2 µM), for the others: at the highest dose activity change, negative = growth inhibition, most hits filed as inhibitors; actives 12% (n = 420,000); AID 686979; further: nearly all actives have a fitted effect of over 55% in size
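Chicken DT40 Tdp1-/- cells complemented with human TDP1, 400 cells/well, exposed to compounds plus 20 nM camptothecin for at least 48 h at 37 C; viability read as ATP content by CellTiter-Glo luminescence.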
Active calls of the source: *; ? = inconclusive; . = no result given; [ ] = remark or other dose. The call rests on the fitted dose curve; in most records, active means well fitted curve in the direction sought with a large enough effect; inconclusive means small, poorly fitted or top-dose-only effect, or another doubt; inactive means no such curve, though single readings can be large; an effect the other way counts as inactive or inconclusive. On the % scale 0 is the no-effect control and ±100 the full control effect; potency means the concentration at half of the fitted maximal effect. This is a subset; the hit share may differ from the screen's.

SMILES	FEN1 inh	KAT2A inh	TDP1 cell CPT
COc1cc(C(=O)N2CCC(O)(c3ccccc3)CC2)cc(OC)c1OC	1.9%	-3.9%	-5.1%
COc1ccc(-c2cc(C(F)(F)F)nc(SCCC(=O)Nc3cc(C)ccc3O)n2)cc1	9.0%	-11.8%	.
CCOc1ccc(C(=O)Nn2cnnc2)cc1OCC	-3.3%	-3.1%	-2.8%
COc1ccccc1-n1c(SCC(=O)Nc2ccccc2C)nc(O)cc1=O	8.4%	-1.4%	-0.2%
CC(C)C(c1nnnn1C1CCCC1)N1CCCCC1 (stereo unspecified)	-1.0%	4.1%	-7.6%
CCN(CC)S(=O)(=O)c1ccc(Br)c(OC)c1	-7.5%	-0.5%	-22.3%
C/C(=N\NS(=O)(=O)c1ccc([N+](=O)[O-])cc1)c1ccc(NC(=O)c2ccco2)cc1	3.2%	-4.7%	2.8%
CCN(CC)Cc1ccc(NC(=O)c2sc3cc(Cl)ccc3c2Cl)cc1	-1.4%	-0.1%	?
C/C=C/c1ccc(OCCCNCC(C)O)c(OC)c1 (stereo unspecified)	-2.6%	1.5%	?
NC(=O)C1CCN(C(=O)c2cccc3ccccc23)CC1	6.1%	-2.1%	9.4%
Cc1ccc2c(c1)[C@@H]1[C@H](CO2)[C@H](c2ccccc2)[C@@]2(C)C(=O)N[C@H](C)C(=O)N12	-16.5%	-3.1%	-12.3%
Cc1nc(S(=O)(=O)N2CCN(C3c4ccccc4-c4ccccc43)CC2)cn1C	-11.3%	-0.9%	0.0%
Cc1cccc(NC(=O)COC(=O)c2ccc3nc(C)c(C)nc3c2)c1	0.5%	-1.5%	-5.3%
COc1cccc(-c2cc(C(=O)NCCc3ccccc3)no2)c1	12.4%	-4.6%	?
Nc1nonc1-c1nc2ccccc2n1Cc1ccc(F)cc1Cl	9.9%	60.9%[activator]	20.6µM*

Copied from the list:
`CCOc1ccc(C(=O)Nn2cnnc2)cc1OCC` @ TDP1 cell CPT: -2.8%
`COc1cccc(-c2cc(C(=O)NCCc3ccccc3)no2)c1` @ KAT2A inh: -4.6%
`CC(C)C(c1nnnn1C1CCCC1)N1CCCCC1` (stereo unspecified) @ TDP1 cell CPT: -7.6%
`Cc1ccc2c(c1)[C@@H]1[C@H](CO2)[C@H](c2ccccc2)[C@@]2(C)C(=O)N[C@H](C)C(=O)N12` @ KAT2A inh: -3.1%

(cont.)
SMILES	FEN1 inh	KAT2A inh	TDP1 cell CPT
CC(C)N(CC#CC(O)(c1ccccc1)c1ccccc1)C(C)C	-8.3%	0.6%	-18.4%
CNNC(=O)C(=O)NNS(=O)(=O)c1ccccc1	-10.2%	0.3%	-4.4%
CC(C)Cn1c(N)c(C(=O)COC(=O)c2c(O)c(Cl)cc(Cl)c2Cl)c(=O)n(C)c1=O	-4.1%	-3.4%	5.4%
Cc1cccc(N(CC(=O)NC(C)(C)C)C(=O)CNC(=O)c2cccs2)c1	7.4%	-1.6%	0.5%
COc1ccccc1OCC(=O)Nc1cc2c(cc1C(=O)O)OCCCO2	1.5%	-4.2%	5.7%
CC(C)(O)C#Cc1ccccc1C(=O)NC(CC(N)=O)C(=O)O (stereo unspecified)	-13.9%	.	2.3%
O=C(Cn1nnc(-c2ccccc2)n1)NNC(=O)c1ccco1	6.0%	0.0%	-1.4%
O=C1O/C(=C/C(=O)N2CCOCC2)c2ccccc21	-9.0%	-6.7%	6.2%
CC1(C)CC(=O)C2=C(C1)N=c1s/c(=C/c3ccc(F)c(F)c3)c(=O)n1C2c1ccc(F)cc1 (stereo unspecified)	-2.4%	-3.6%	?
CS(=O)(=O)Nc1ccc(C(=O)NC2CCCCC2)cc1	7.3%	-7.0%	-2.4%
Cc1nc(N2CCOCC2)nc2c1CCCC2	-5.6%	-4.7%	7.0%
Cc1onc(-c2c(Cl)cccc2Cl)c1C(=O)Nc1ccc2c(c1)OCO2	-16.7%	-1.7%	-6.1%
CC(=O)n1cc([C@@H]2C=C(C(=O)N3CCN(C)CC3)O[C@H](OCc3ccc(CO)cc3)C2)c2ccccc21	-12.8%	.	?
O=C(O)Cc1ccc(Oc2ncc(C(F)(F)F)cc2Cl)cc1	-1.2%	-7.6%	18.9%
CC1(C)CC(NC(=O)c2ccc(Br)o2)CC(C)(C)N1	-8.5%	-2.0%	2.6%
CC1(C)C2CC=C(/C=N/NC(=S)NCCc3ccccc3)C1C2 (stereo unspecified)	14.6%	-10.2%	?
COc1cccc(-n2c(C)nnc2SCC(=O)Nc2ccccc2N2CCOCC2)c1	-6.2%	-3.6%	-12.2%
Cc1ccc(CN2CC(C(=O)N3CCN(S(=O)(=O)c4ccc(C(C)C)cc4)CC3)CC2=O)cc1 (stereo unspecified)	-5.8%	-1.7%	?
CCN(CC)CCNC(=O)C(=O)NCC1OCCN1S(=O)(=O)c1ccc([N+](=O)[O-])cc1 (stereo unspecified)	4.2%	0.4%	?
CCOc1ccc(CCNCc2c(C(=O)O)c(C)n(Cc3ccccc3F)c2C)cc1	-0.1%	3.2%	-19.3%
CC(=O)c1cccc(NC(=O)C2CCN(S(=O)(=O)c3ccc4c(c3)CCCN4C(C)=O)CC2)c1	-2.9%	15.7%	?
OCCCNc1nc(-c2ccc(Cl)cc2)nnc1-c1ccc(Br)cc1	-19.3%	-6.1%	23.1µM*
CCCN(CC(=O)Nc1ccc(F)c(F)c1F)C(=O)Cn1c(=O)cnc2ccccc21	-7.5%	-3.3%	-8.2%
O=C(OCc1cccnc1)C1=Cc2ccccc2OC1	-0.9%	-13.4%	-18.0%
CCCCc1nc2ccc(S(=O)(=O)O)cc2[nH]1	-14.9%	-1.6%	6.5%
Cc1ccc2nc(/C(C#N)=N/O)[nH]c2c1	-0.9%	?	-2.2%
Cc1ccc(-n2ncc3c(=O)[nH]cnc32)c(C)c1	-6.7%	0.0%	14.5%
COc1ccc(NC(=O)C2CCC(=O)N2C(=O)OCc2ccccc2)cc1 (stereo unspecified)	-10.0%	-2.2%	8.8%
Cc1nc(-c2ccc(C(=O)Nc3ccccc3F)cc2)cs1	2.9%	-6.7%	-18.1%
O=C(Nc1ccccc1C(=O)O)c1ccc(N2C(=O)C3CC=CCC3C2=O)cc1 (stereo unspecified)	0.4%	3.6%	6.4%

One compound at a time, as listed above. Order of values: FEN1 inh, KAT2A inh, TDP1 cell CPT
`CCN(CC)CCNC(=O)C(=O)NCC1OCCN1S(=O)(=O)c1ccc([N+](=O)[O-])cc1` (stereo unspecified) is listed with 4.2%, 0.4%, ?
`COc1cc(C(=O)N2CCC(O)(c3ccccc3)CC2)cc(OC)c1OC` is listed with 1.9%, -3.9%, -5.1%
`Cc1ccc2c(c1)[C@@H]1[C@H](CO2)[C@H](c2ccccc2)[C@@]2(C)C(=O)N[C@H](C)C(=O)N12` is listed with -16.5%, -3.1%, -12.3%
`CC(C)N(CC#CC(O)(c1ccccc1)c1ccccc1)C(C)C` is listed with -8.3%, 0.6%, -18.4%

The list continues.
SMILES	FEN1 inh	KAT2A inh	TDP1 cell CPT
Cc1ccc(C(=O)N/N=C/c2c(O)ccc3ccccc23)cn1	-25.2%	-25.7%	3.26µM*
Cc1cc(N2CCN(C)CC2)nc2ccc(NC(=O)Nc3ccccc3)cc12	-5.0%	-6.6%	?
CN(C)CCNC(=O)c1ccc(Cn2c(=O)c3cccn3c3cccnc32)cc1	-0.6%	-1.3%	?
COC(=O)/C(=C/c1cccnc1)NC(=O)c1ccccc1	-2.4%	-2.7%	7.2%
COc1cc(C2C(C(=O)Nc3ccc(C)cc3C)=C(C)Nc3nc4ccccc4n32)cc(OC)c1OC (stereo unspecified)	4.3%	-1.3%	-12.4%
CCN(C(=O)Cn1cc(C(=O)C(=O)N2CCOCC2)c2ccccc21)c1ccccc1	-14.5%	0.2%	-15.3%
COc1ccc(NC(=O)COC(=O)c2ncc(Cl)c(Cl)c2Cl)c(OC)c1	4.1%	-10.5%	-9.8%
Cc1ccc(/C(O)=C2\C(=O)C(=O)N(c3cc(C)on3)C2c2cccc(Br)c2)cc1 (stereo unspecified)	-10.4%	1.8%	-7.1%
CN=c1sc(C(=O)Nc2ccccc2)c(C)n1C	5.7%	-6.1%	-1.3%
CCOc1ccc(C2C(C(N)=O)=C(C)Nc3nc(SCc4ccccc4F)nn32)cc1 (stereo unspecified)	-3.3%	0.0%	0.3%
COc1ccc(Oc2ncc3nc(C)c(=O)n(C[C@H]4CCCO4)c3n2)cc1	.	-3.9%	?
Cc1cc(NC(=O)CSCC(=O)Nc2cc(C(F)(F)F)ccc2N2CCCC2)no1	-0.9%	-0.1%	-23.8%
Cc1ccc(C2CCN(C(=O)Nc3ccc(C)c(C)c3)C2)cc1 (stereo unspecified)	2.5%	0.7%	?
Cn1cnc2c(NCc3ccccc3)nc(Cl)nc21	-7.0%	.	1.0%
O=C(NCCCN1CCCC1=O)C1CCN(S(=O)(=O)c2cccc(Cl)c2Cl)CC1	-11.7%	0.3%	-0.1%
O=C(O)CSCC(=O)Nc1ccc(C2CCCCC2)cc1	-1.5%	.	0.9%
CCS(=O)(=O)N1CCN(C2Cc3ccccc3C2)CC1	6.9%	1.5%	-14.6%
COC(=O)CCCOc1ccc(Cl)cc1Cl	.	-3.3%	14.0%
O=C1c2ccccc2C(O)N1Cc1ccccc1 (stereo unspecified)	-10.1%	0.1%	-3.7%
Cc1ccc(Cn2nc(C)c3cc(C(=O)OCC(N)=O)sc32)cc1	8.4%	0.4%	-1.7%
CC(=O)c1nn(-c2cccc(C)c2)cc1C(=O)c1cccc(Br)c1	-5.8%	.	-15.0%
COc1ccccc1NC(=O)c1ccc(NC(=O)C2CC2)cc1	-3.6%	.	8.7%
Clc1ccc2nc(CN3CCCc4ccccc43)cn2c1	3.2%	1.7%	13µM*
CCN(CC)S(=O)(=O)c1ccc(NC(=O)c2ccc(Cl)nc2)cc1	4.3%	4.3%	?
Cc1cccc(Oc2coc3cc(OC(=O)c4cc5ccccc5oc4=O)ccc3c2=O)c1	7.7%	-3.8%	2.9%
O=C(NC1CC1)C1CCN(C(=O)c2ccc(Cl)cc2)CC1	-4.3%	-2.4%	10.0%
CCc1nnc(NC(=O)C2CC(=O)N(c3ccc4c(c3)OCCO4)C2)s1 (stereo unspecified)	3.5%	-14.5%	?
O=C(COc1ccc2c(c1)oc(=O)c1ccccc12)N[C@@H](Cc1ccccc1)C(=O)O	-16.3%	-23.0%	13.2%
CC1CCN(C(=O)CSc2nc(=O)n3cc(Cl)ccc3n2)CC1	-1.8%	-11.6%	16.8%
C=CCOc1nc2c(c(=O)n(C)c(=O)n2C)n1Cc1ccc(Cl)cc1Cl	4.4%	-16.3%	18.4µM*

Quoted at random: 3 entries already listed, in no set order.
SMILES	FEN1 inh	KAT2A inh	TDP1 cell CPT
Clc1ccc2nc(CN3CCCc4ccccc43)cn2c1	3.2%	1.7%	13µM*
CC1CCN(C(=O)CSc2nc(=O)n3cc(Cl)ccc3n2)CC1	-1.8%	-11.6%	16.8%
COc1ccccc1NC(=O)c1ccc(NC(=O)C2CC2)cc1	-3.6%	.	8.7%

Next records.
SMILES	FEN1 inh	KAT2A inh	TDP1 cell CPT
COc1ccc(NS(=O)(=O)c2csc(C(N)=O)c2)cc1	4.4%	-3.2%	-11.5%
Cc1ccc(Cn2nnc3c(=O)n(CC(=O)c4ccccc4)cnc32)cc1	-8.9%	-6.9%	-10.0%
C=CCOc1cccc(C(=O)N2CCCC(Nc3ccc(F)cc3)C2)c1 (stereo unspecified)	-0.3%	.	-29.6%
CCn1c(SCC(=O)N2CCCCC2C)nnc1-c1ccco1 (stereo unspecified)	-0.5%	-5.0%	-10.3%
C/C(=N\N(c1ccccc1)c1ccccc1)c1ccc(O)cc1	-31.1%	-9.8%	4.7%
COc1ccc(-c2cnnc(N/N=C/c3ccc(-c4ccc([N+](=O)[O-])cc4)o3)n2)cc1	16.6%	-4.9%	1.16µM*
Cn1ncc(Br)c1C(=O)N/N=C/c1cccc(OC2CSC2)c1	-12.0%	-6.1%	-12.3%
COC(=O)N/N=C(\C)c1ccccc1Br	-1.2%	1.1%	-0.2%
C=CCNC(=O)C1(S(=O)(=O)c2ccccc2)CC=CC1	-3.4%	2.0%	-8.6%
NS(=O)(=O)c1ccc(CCNC(=O)C2CCCN2S(=O)(=O)c2cccc3nsnc23)cc1 (stereo unspecified)	-5.0%	-2.4%	-21.1%
COC(=O)c1c(F)c(F)c(NCCO)c(F)c1F	-1.8%	-1.3%	-0.8%
O=C(N/N=C/C=C/c1ccco1)c1cnccn1	-5.1%	-13.3%	-9.3%
O=C(COc1ccc2c(-c3ccccc3)cc(=O)oc2c1)NC(Cc1c[nH]c2ccccc12)C(=O)O (stereo unspecified)	-3.8%	-0.9%	6.7%
CCn1c(/C=C2\C(=O)N(C(C)C)c3ccccc32)nc2ccccc2c1=O	-15.0%	0.7%	?
COCc1ccc(C(=O)N2CCCC(C(=O)c3ccc(SC)cc3)C2)o1 (stereo unspecified)	0.1%	-1.9%	?
C/C(=N\OCc1nc2ccccc2c(=O)n1/N=C/c1cc([N+](=O)[O-])ccc1O)c1ccccc1	-29.7%	-18.9%	-29.7%
O=S(=O)(Nc1cnc2ccccc2c1)N1CCCCCC1	4.1%	.	20.6µM*
